Bioassay records from PubChem BioAssay.
12-LOX inh – blocks human arachidonate 12S-lipoxygenase | purified 12hLO, xylenol orange hydroperoxide absorbance | 1.1% of 580,000 active | Potency, µM (highest dose often 108 µM), inactives show at the highest dose activity change, negative = inhibition, actives largely listed as inhibitors | P18054; also: potency is read from the fitted curve at half-maximal effect; % is scaled to controls: 0 for no effect and ±100 for the full control effect
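Hydroperoxide product was detected by ferrous iron/xylenol orange as the 573 to 405 nm absorbance ratio. Arachidonic acid at 40 uM (final) was turned over for 30 min at room temperature by 150 nM human 12hLO, pH 7.0 Hepes buffer, after 15 min compound preincubation.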
Pol beta inh – DNA polymerase beta (human) inhibition; P06746; Pol beta primer extension/strand displacement, fluorescence kinetic; Potency, µM (series often up to 114 µM), inactives show at the top dose activity change, negative = inhibition, hits mostly inhibitors; 1.3% of 340,000 active; AID 485314; also: potency is read from the fitted curve at half-maximal effect; % is scaled to controls: 0 for no effect and ±100 for the full control effect
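Enzyme-only controls used 10 nM Pol beta; buffer lacking enzyme served as negative control. Compound preincubated 15 min, then 50 nM substrate added; 0 and 10 min reads at room temperature.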
ERG Ets-DNA blk – inhibitors of human ERG Ets domain-DNA interaction; P11308; fluorescence polarization, His-ERG Ets domain / labelled DNA; Potency, µM (doses to about 76.9 µM), inactives show top-dose FP activity, negative = inhibition, usual class: inhibitors; 0.028% of 370,000 active; AID 624246; active = well fitted inhibition curve with a large enough effect in the polarisation, with a control signal flat; inconclusive = small, poorly fitted or top-dose-only effect, or effect the other way, or a change in a side signal; inactive = no such curve, though single readings can be large or run the other way; the % refers to the polarisation;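 also: polarization taken with two DNA probes labelled with fluorescein and Texas red; potency is read from the fitted curve at half-maximal effect; % of control where 0% means no effect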
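His-tagged ERG Ets domain (1 uM in the protein solution; 300mM KCl, 50mM Tris-HCl, 1mM EDTA, 1mM DTT, pH 7.5) received compound, then a probe mix of 5 nM fluorescein-DNA and 100nM Texas-615-DNA. Fluorescence polarization was read for both dyes.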
TRHR ag – TRH receptor (human) agonism. TRHR cells, calcium flux fluo-8, FDSS agonist mode. activation, % at 2 µM. 0.18% of 360,000 active; in the data active = activation above about 30%; also: 0% is about no effect
Target sequence (P34981 whole entry, looked up): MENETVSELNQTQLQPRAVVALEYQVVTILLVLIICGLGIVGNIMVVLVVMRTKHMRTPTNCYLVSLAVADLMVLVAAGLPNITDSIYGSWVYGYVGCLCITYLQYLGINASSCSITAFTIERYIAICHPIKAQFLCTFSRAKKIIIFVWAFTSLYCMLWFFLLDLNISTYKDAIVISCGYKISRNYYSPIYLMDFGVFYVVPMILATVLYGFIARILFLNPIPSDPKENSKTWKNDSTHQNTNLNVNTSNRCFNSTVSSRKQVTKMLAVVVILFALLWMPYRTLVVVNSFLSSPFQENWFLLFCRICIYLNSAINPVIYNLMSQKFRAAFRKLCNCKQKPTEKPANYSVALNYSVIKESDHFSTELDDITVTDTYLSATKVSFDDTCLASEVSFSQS
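TRHR-expressing cells, plated overnight in medium with 10% serum, were loaded with fluo-8 calcium dye at room temperature. After a 10 s baseline, library compound was pin-added and calcium release was recorded kinetically (ex 480/em 530) as agonist response.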
Apoferritin bind – binds horse apoferritin like a general anesthetic | P02791 | apoferritin/1-aminoanthracene competitive binding, fluorescence | Potency, µM (titrated, usually from 77.5 µM), inactives show at the top dose activity change, negative = displacement, usual class: inhibitors | 0.074% of 350,000 active | AID 485281; also: potency is read from the fitted curve at half-maximal effect; % is scaled to controls: 0 for no effect and ±100 for the full control effect; nearly all actives have a fitted effect of over 20% in size
Target sequence (P02791 2-175 limits assumed): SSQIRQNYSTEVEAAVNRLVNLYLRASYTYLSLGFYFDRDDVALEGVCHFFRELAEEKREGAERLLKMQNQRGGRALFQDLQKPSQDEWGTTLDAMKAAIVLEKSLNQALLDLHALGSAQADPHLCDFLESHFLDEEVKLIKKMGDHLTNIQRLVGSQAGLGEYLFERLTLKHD
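Concentration-response curves derived by four-parameter Hill fitting of normalized fluorescence, where compounds displaced 1-AMA from 10 uM horse apoferritin following a brief 10 min room-temperature incubation; propofol titration acted as positive control.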
POLI inh – blocks human DNA polymerase iota activity | Q9UNA4 | Pol iota fluorescent replication assay, 10 min | Potency, µM (highest dose often 115 µM), for the others: at the highest dose activity, negative = inhibition, actives largely listed as inhibitors | 1% of 390,000 active; also: potency is read from the fitted curve at half-maximal effect
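Fluorescent replication assay read twice, at 0 min and 10 min after adding 50 nM (final) substrate. Enzyme (10 nM) and compounds were first incubated 15 min at room temperature; enzyme-free buffer wells were negative controls.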
Pol kappa inh – inhibitors of human DNA polymerase kappa; Q9UBT6; purified Pol kappa, fluorescent DNA synthesis assay, 10 min; Potency, µM (highest dose often 107 µM), for the others: at the top dose activity, negative = inhibition, most hits filed as inhibitors; 0.53% of 400,000 active; AID 588579; also: potency is read from the fitted curve at half-maximal effect; % is scaled to controls: 0 for no effect and ±100 for the full control effect
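Activity was followed as the change in fluorescence between reads at 0 and 10 min after starting the reaction with 50 nM substrate. Beforehand, 10 nM polymerase had been preincubated with compound for 15 min at room temperature.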
APE1 inh – APE1 (human) endonuclease inhibition; P27695; recombinant APE1, TAMRA/BHQ-2 abasic DNA cleavage fluorescence; Potency, µM (series often up to 65.8 µM), for the others: at the top dose activity change, negative = inhibition, most hits filed as inhibitors; 0.35% of 350,000 active; AID 2517;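 also: potency is read from the fitted curve at half-maximal effect; plate controls were vehicle for no effect and reference inhibitor for full effect; nearly all actives have a fitted effect of over 55% in size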
Target sequence (P27695 whole entry, looked up): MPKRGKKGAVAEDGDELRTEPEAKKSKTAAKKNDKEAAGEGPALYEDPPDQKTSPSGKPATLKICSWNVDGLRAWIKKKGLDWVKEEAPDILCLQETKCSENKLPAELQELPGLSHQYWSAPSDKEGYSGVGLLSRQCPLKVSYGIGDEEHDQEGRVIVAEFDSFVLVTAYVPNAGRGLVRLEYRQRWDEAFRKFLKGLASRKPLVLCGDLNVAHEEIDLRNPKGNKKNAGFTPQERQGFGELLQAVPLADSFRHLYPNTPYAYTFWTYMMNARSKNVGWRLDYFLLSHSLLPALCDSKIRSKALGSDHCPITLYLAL
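Kinetic fluorescence read (525 ex/598 em nm, three reads 60 s apart) of AP-site incision; signal = third minus first read. Enzyme 0.75 nM, dual-labelled THF duplex 50 nM, compound preincubation 15 min RT.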
BLM inh – Bloom syndrome helicase (human) inhibition; P54132; recombinant BLM DNA unwinding, fluorescence dequenching; Potency, µM (titrated, usually from 56.1 µM), for inactives: at the top dose activity change, negative = inhibition, hits mostly inhibitors; 0.2% of 350,000 active; AID 2528;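 also: potency is read from the fitted curve at half-maximal effect; plate controls were vehicle for no effect and no enzyme for full effect; nearly all actives have a fitted effect of over 35% in size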
Active calls of the source: *; u = inconclusive; x = no result given; & = joins results of further samples; [ ] = dose if it differs, or a comment. Unless noted, calls follow the shape of the dose curve; as a rule, active = well fitted curve in the direction sought with a large enough effect; inconclusive = small, poorly fitted or top-dose-only effect, or another doubt; inactive = no such curve, though single readings can be large; an effect the other way counts as inactive or inconclusive. These rows are one share of the data; the hit share may differ from the screen's.

Every second line gives: 12-LOX inh | Pol beta inh | ERG Ets-DNA blk | TRHR ag | Apoferritin bind | POLI inh | Pol kappa inh | APE1 inh | BLM inh
COc1ccc(OC)c(C2Nc3c(Cl)ccc(C(=O)O)c3C3C=CCC32)c1 (configuration not stated)
→ -14% | 1% | -5% | -1.0 | -7% | 53%[activator] | -13% | -5% | -4%
CCCc1nc2ccccc2c(C(=O)OC(C)C(=O)NCc2ccc3c(c2)OCO3)c1CC (configuration not stated)
→ -23% | 0% | 1% | -1.4 | -4% | u | -16% | 16% | -9%
O=[N+]([O-])c1ccc(NCc2ccncc2)cc1
→ 23% | 90% | 2% | -2.4 | -12% | 25% | 3% | -3% | -1%
CCOC(=O)c1nc(N)c(=O)n(-c2ccc(C)cc2)n1
→ -6% | 4% | -7% | 0.1 | 2% | 16% | -2% | -5% | 1%
COc1ccc(Cl)cc1NC(=O)CNc1ccccc1N1CCOCC1
→ -2% | -23% | -11% | 0.2 | -5% | 43%[activator] | -11% | -5% | 0%
O=C(Nc1cc(C(F)(F)F)ccc1N1CCOCC1)C1CC1
→ -2% | x | -3% | -0.1 | x | 17% | 7% | -2% | x
CCOC(=O)Cc1nnc(NC(=O)c2ccccc2OCC)s1
→ 6% | -3% | -3% | -0.3 | -4% | 23% | -2% | 1% | -3%
Cc1ccc(C)c(NC(=O)CS(=O)(=O)c2cccc3nsnc23)c1
→ 12% | 24% | -2% | -1.0 | -14% | 21% | 15% | -1% | 3%
CS(=O)(=O)c1nc(S(=O)(=O)c2ccc(Cl)cc2)c(N2CCC3(CC2)OCCO3)s1
→ -13% | 3% | -5% | -0.8 | -20% | 19% | -8% | -8% | -3%
CC(=O)N(C(C)=O)N1C(=O)c2cccc3c(N4CCOCC4)ccc(c23)C1=O
→ 2% | -1% | 9% | 15 | 3% | u | -9% | 1% | 0%
O=C(CC(C(=O)O)c1ccccc1)Nc1ccccc1 (configuration not stated)
→ 13% | 30% | -3% | -1.3 | 0% | 4% | -7% | 5% | 1%
COC(=O)c1cc(Cl)c(NC(=O)c2ccco2)cc1OC
→ -8% | 41% | -5% | 0.1 | 83%[activator] | 23% | -3% | -1% | 2%
Cc1c(C)c2ccc(OCC(=O)NCCCn3ccnc3)c(C)c2oc1=O
→ 7%&45% | 32% | -15% | 0.6 | -2% | 12% | 10% | 25% | -7%
Cc1cccc(C)c1OCc1nnc(SCC(=O)Nc2cccc(C(=O)N3CCOCC3)c2)n1C
→ 4% | -9% | 6% | -0.5 | -11% | 146%[activator] | -13% | 1% | 5%
COc1ccccc1N(C)S(=O)(=O)c1ccc(Cl)c(C(=O)NCc2cccnc2)c1
→ u | x | 2% | -0.3 | x | 28% | 0% | 13% | x
Cc1cccc(-c2nnc(SCC(=O)NC3CCCCC3)o2)c1
→ -31% | 1% | 3% | -1.3 | u | 13% | 0% | x | 0%
CN(C)/C=C/C(=O)c1ccc2noc(-c3ccc(F)cc3)c2c1
→ u | 15% | -9% | -0.5 | -20% | u | -19% | 2% | -9%
CSc1ncccc1C(=O)OCC(=O)c1ccc(Br)s1
→ -7% | 2% | -10% | 0.4 | u | -8% | -1% | -5% | -8%
CCOC(=O)c1ccccc1NCN1C(=O)CSC1=O
→ 7% | 0% | -1% | 0.8 | 9% | -3% | 5% | 10% | -1%
Cc1ccc(NC(=S)N(CCN(C)C)Cc2cc3cc(C)cc(C)c3[nH]c2=O)cc1
→ -22% | 25% | -8% | -0.2 | 1% | -3% | -8% | 2% | 2%
Cc1ccc([C@@H]2[C@@H]3C(=O)N(C)C(=O)[C@@H]3[C@]3(C)C(=O)N(Cc4ccc(-c5ccccc5)cc4)CC(=O)N23)o1
→ -6% | -4% | 8% | 0.2 | -3% | 13% | -11% | 29% | -2%
CC1Cc2ccccc2N1C(=O)CCNS(=O)(=O)c1ccc2c(c1)CCC(=O)N2 (configuration not stated)
→ -13% | -8% | 4% | -0.4 | -10% | 9% | -16% | 0% | -4%
COc1ccc(N2CCN(C(=O)[C@@H](NC(=O)c3cc(OC)cc(OC)c3)C(C)C)CC2)cc1
→ -6% | 5% | 0% | 0.6 | 7% | -22% | -8% | 0% | -8%
Cc1ccc(N(Cc2ccccc2)C(=O)c2cccc(F)c2)cc1
→ x | 32% | 8% | 1.0 | 0% | 5% | 6% | 7% | 1%
COc1ccc2c(Cl)c(-c3nnco3)sc2c1
→ 9% | 24% | -7% | x | -17% | -9% | -6% | 0% | -3%
COc1ccc(S(=O)(=O)NCc2ccc(C(=O)NCCCN3CCCC(C)C3)cc2)cc1 (configuration not stated)
→ -13% | 2% | -13% | -0.7 | 2% | 1% | -14% | -12% | 4%
Cc1ccc(NC(=O)C(c2ccccc2)N2CCN(CC(=O)NC3CC3)CC2)cc1 (configuration not stated)
→ 200%[activator] | x | -6% | 0.1 | x | 22% | 2% | 6% | x
CCOc1ccc(CNC(=O)c2cc(=O)[nH]c3ccc(S(=O)(=O)N4CCCC4)cc23)cc1
→ -5% | 11% | 1% | -0.3 | -2% | 18% | -5%[60.1 µM] | x | -2%
Cc1cc(C)n(C(=O)COc2ccccc2[N+](=O)[O-])n1
→ 139%[activator] | 0% | 1% | -0.2 | -13% | -8%[58.9 µM] | 0% | -1% | -1%
CCN1C(=O)N[C@@H](CCc2ccccc2)[C@H](C(=O)OC)[C@H]1C
→ 0% | x | 0% | x | x | 33% | 0% | 11%[12.4 µM] | 3%[12.4 µM]

Single values from the list.
Result for `COc1ccc(S(=O)(=O)NCc2ccc(C(=O)NCCCN3CCCC(C)C3)cc2)cc1` (configuration not stated) in TRHR ag: -0.7
Result for `CCOC(=O)c1nc(N)c(=O)n(-c2ccc(C)cc2)n1` in ERG Ets-DNA blk: -7%
Result for `COC(=O)c1cc(Cl)c(NC(=O)c2ccco2)cc1OC` in APE1 inh: -1%
Result for `CN(C)/C=C/C(=O)c1ccc2noc(-c3ccc(F)cc3)c2c1` in Pol beta inh: 15%

Reprinted at random: two entries already listed.
Every second line gives: 12-LOX inh | Pol beta inh | ERG Ets-DNA blk | TRHR ag | Apoferritin bind | POLI inh | Pol kappa inh | APE1 inh | BLM inh
CCOC(=O)c1ccccc1NCN1C(=O)CSC1=O
→ 7% | 0% | -1% | 0.8 | 9% | -3% | 5% | 10% | -1%
COC(=O)c1cc(Cl)c(NC(=O)c2ccco2)cc1OC
→ -8% | 41% | -5% | 0.1 | 83%[activator] | 23% | -3% | -1% | 2%

Entries above containing a thiophene ring, fused or not, in the order listed:
Every second line gives: 12-LOX inh | Pol beta inh | ERG Ets-DNA blk | TRHR ag | Apoferritin bind | POLI inh | Pol kappa inh | APE1 inh | BLM inh
CSc1ncccc1C(=O)OCC(=O)c1ccc(Br)s1
→ -7% | 2% | -10% | 0.4 | u | -8% | -1% | -5% | -8%
COc1ccc2c(Cl)c(-c3nnco3)sc2c1
→ 9% | 24% | -7% | x | -17% | -9% | -6% | 0% | -3%

Next structures:
Every second line gives: 12-LOX inh | Pol beta inh | ERG Ets-DNA blk | TRHR ag | Apoferritin bind | POLI inh | Pol kappa inh | APE1 inh | BLM inh
Cc1ccc(NC(=O)c2cc(-c3ccc(Br)s3)nc3ccccc23)cc1F
→ -26% | -21% | 2% | 1.2 | -4% | 10% | -3% | x | -2%
COCCNC(=O)COc1ccc(Nc2ccccc2)cc1
→ -5% | 2% | -9% | -0.2 | -10% | 6% | -4% | -1% | -4%
CN1C(=O)c2ccc(NC(=O)c3ccc(Cl)cc3Cl)cc2C1=O
→ -6% | -7% | 1% | 0.2 | 0% | -24% | 2% | 54%[activator] | 0%
O=C(O)CCn1cc(C(=O)O)c(-c2ccccc2)n1
→ -2% | 0% | -2% | 0.7 | 8% | 29% | -7% | -11% | 7%
O=C(NCc1ccco1)c1ccc(S(=O)(=O)N2CCCc3ccccc32)cc1
→ 16% | 0% | -9% | 1.0 | -20% | 4% | -23% | 0% | -2%
COc1ccc(C2=NC(C)(C)Cc3cc(OC)c(OC)cc32)cc1
→ 0% | 12% | -3% | -0.4 | 28% | -7% | 9% | 48%[activator] | 8%
Cc1cccc(NC(=O)CSCC(=O)N(C)Cc2ccc(Cl)c(Cl)c2)c1
→ 37%[activator] | x | -4% | 0.4 | x | 41%[activator] | 3% | -28% | x
O=[N+]([O-])c1ccc(NC(=S)NCc2ccncc2)cc1
→ u | 20% | 4% | 0.7 | -11% | 25% | -6% | -1% | -2%
Cc1cnc(NC(=O)CSc2nc3ccccc3c(=O)[nH]2)s1
→ 14% | 16% | -5% | -0.2 | -8% | -4% | 2% | -2% | 6%
CCOC(=O)C(=NC1CCS(=O)(=O)C1)NNc1ccc(Br)cc1 (configuration not stated)
→ 16µM* | 38% | -7% | 0.9 | -9% | -8% | 10% | 10% | -11%
COc1ccc(CNC(=O)CSc2ncc3c(n2)-c2ccc(Cl)cc2N(Cc2ccccc2)S3(=O)=O)cc1
→ -12% | 6% | -4% | -0.7 | -14% | -9% | 2% | x | -9%
O=C(CSc1nnc(NC2CCCCC2)s1)Nc1ccc2c(c1)C(=O)c1ccccc1C2=O
→ -14% | 9% | 7% | 0.1 | -9% | 21% | -18% | u | -5%
N#CC1=C(N)Oc2cc(O)ccc2C1c1ccc(Br)s1 (configuration not stated)
→ 177%[activator] | 25% | 9% | 2.8 | -14% | 59%[activator] | -6% | 5% | -11%
Cc1ccc(S(=O)(=O)N(C)CC(=O)NCC(=O)Nc2ccc(F)c(F)c2F)cc1
→ -1% | x | 3% | x | x | 37%[activator] | -11% | 6% | x
CC1CN(C(=O)COC(=O)c2ccc(Cl)c(S(=O)(=O)N3CCCCC3)c2)CC(C)O1 (configuration not stated)
→ -6% | 25% | 2% | 0.9 | -14% | 12% | -2% | 1% | 0%
